All columns: NCI-60 one-dose screen, growth in % after 48 h at 10 µM unless noted; 100 = growth as untreated, 0 = no growth, -100 = all killed.
NCI-H23 – NCI-H23 lung cancer. 80,000 compounds, 4% hits. AID 1794731
NCI/ADR-RES – NCI/ADR-RES ovarian cells; 81,000 compounds, 4.4% hits; AID 1794790
SK-OV-3 – SK-OV-3 ovarian cancer cells; 80,000 compounds, 3.2% hits
NCI-H522 – NCI-H522 lung cancer | 78,000 compounds, 8% hits | AID 1794739
NCI-H460 – NCI-H460 lung cancer; 82,000 compounds, 6.8% hits
IGROV1 – IGROV1 ovarian cancer; 79,000 compounds, 4.7% hits; AID 1794786
OVCAR-4 – OVCAR-4 ovarian cancer cells | AID 1794784 | 80,000 compounds, 3.7% hits
NCI-H226 – NCI-H226 lung cancer. 79,000 compounds, 3.5% hits. AID 1794732
NCI-H322M – NCI-H322M lung cancer; 80,000 compounds, 2.7% hits; AID 1794733
* hit, by the source's call; · = not tested or not shown; [ ] = dose if it differs, or a comment. Rule for the calls: active = growth percent below 10; inactive = the rest.

SMILES	NCI-H23	NCI/ADR-RES	SK-OV-3	NCI-H522	NCI-H460	IGROV1	OVCAR-4	NCI-H226	NCI-H322M
Cc1ccc(NCC(=O)Nc2ncc(Cc3ccc(Cl)cc3Cl)s2)cc1C	93	85	89	78	41	69	87	93	94
CN(C)c1ccc(Nc2c3ccccc3nc3cc(NC(=O)CCN4CCCC4)ccc23)cc1	-42*	58	17	-33*	-66*	1.3*	-18*	-1.2*	-15*
CCNc1nnc(COc2ccc3c(C)c(C)c(=O)oc3c2)s1	99	109	104	72	95	96	91	94	98
O=[N+]([O-])c1ccc(S(=O)(=O)Nc2ccc(-c3ccccc3)cc2)cc1	99	108	101	96	105	105	104	86	104
Oc1ccc2c(c1)CCc1ccccc1-2	108	114	105	100	106	116	91	93	110
CCCC(=O)NNc1[nH]c(-c2cc(OC)c(OC)c(OC)c2)cc1C(=O)OCC	107	114	110	105	123	23	118	103	145
CC/C(=C(/c1ccc(OCCN(C)C)cc1)c1ccc(OC(=O)CCCCC(=O)c2c(C)[nH]c(/C=C3\N=C(c4ccc[nH]4)C=C3OC)c2C)cc1)c1ccccc1	87	72	81	4.5*	61	85	55	54	72
Cc1ccc(CSc2nc(-c3ccc(Cl)cc3)c(C#N)c(=O)[nH]2)cc1	108	111	100	96	108	111	102	97	108
O=C(Nc1cccc(Cn2c(=O)[nH]c3ccc(Oc4ncccn4)cc3c2=O)c1)c1ccc([N+](=O)[O-])cc1	69	98	95	65	87	90	60	77	98
Cc1c2c(c(C)c3c1oc1ccc(O)cc13)C(=O)N(Cc1ccccc1)C2=O	97	90	103	83	99	93	85	87	84
OC1COC(c2ccccc2)OC1C1OC(c2ccccc2)OC2COC(c3ccccc3)OC21 (stereo unspecified)	99	101	64	61	106	95	107	98	101
CN1CCc2c(Cc3ccc(C(=O)NO)cc3)c3ccccc3n2C1	·	100	96	68	73	97	71	78	95
O=C(Nc1ccccc1)Oc1cccc2cccnc12	87	79	112	-4.8*	75	20	77	·	138
COC(=O)Cc1cccnc1	106	113	116	109	109	106	119	99	·
CC(CCC(=O)O)C1CCC2C3CC(=O)C4CC(=O)CCC4(C)C3CCC12C (stereo unspecified)	101	107	98	79	106	111	116	87	110
Cc1ccc2c(c1)-c1cc3c(O)[nH]c(=S)n3c(=O)c1=N2	94	98	108	89	103	106	101	97	94
Cn1c(=O)c2[nH]c(SCC(=O)c3ccc(Cl)cc3)nc2n(C)c1=O	93	101	104	106	99	103	105	·	101
NS(=O)(=O)c1ccc(C(=O)N2N=C(c3ccccc3)CC2c2ccccc2O)cc1 (stereo unspecified)	98	105	108	98	101	103	108	98	100
COc1cc2oc(-c3cccc(NC(=O)[C@@H](NC(=O)[C@@H](N)C(C)C)C(C)C)c3)cc(=O)c2c(OC)c1OC	108	103	114	102	93	109	97	93	95
Cc1ccc(C(=O)CSC2=NCCN2)cc1Cl	100	43	94	74	94	92	99	·	92
COc1cc(C(N)=O)cc(OC)c1OC	101	101	111	102	111	108	110	102	106
Cc1cc(C)cc(O)c1	101	101	113	94	108	114	107	99	117
CCc1c(-c2cc3c(cn2)CCCC3)[nH]c2ccccc12	95	110	90	94	102	·	106	86	104
Cc1cc(C)c2c(Nc3ncnc4c3sc3nc(C)cc(C)c34)csc2n1	106	109	112	107	52	81	119	82	105
Cc1ccccc1-[n+]1noc(N)n1	91	100	75	85	94	·	93	79	82
COc1ccc(-c2cc(NC(=O)Nc3cccc(C)c3)no2)cc1	94	100	97	80	98	102	90	90	86
CCCCCN(CCCCC)C(=O)CCC	98	108	114	94	102	115	100	91	109
CCOC(=O)c1cc2c([nH]1)-c1nc(Nc3ncccn3)sc1CCC2	98	105	103	96	101	109	109	94	97
O=[N+]([O-])c1ccc(Sc2ccccc2)cc1	102	106	109	113	109	104	100	93	98
COC(=O)c1ccc(CSc2ccccc2NC(=S)Nc2cccc(SC)c2)o1	103	91	108	87	103	92	97	94	80
COc1cc(OC)c(NC(=O)c2cc3ccccc3cc2O)cc1Cl	11	14	72	-20*	11	1.6*	41	77	40
C/C(=C(/C)C1CC1CCNS(=O)(=O)c1ccc(C)cc1)c1ccc(-c2ccccc2)cc1 (stereo unspecified)	79	92	104	78	91	93	63	81	99
O=C1S/C(=C\c2ccccc2)C(=O)N1Cc1cc2ccccc2nc1Cl	95	104	101	96	103	103	100	99	100
COc1ccc(-c2nc3cccc(O)c3c(=O)n2Cc2ccccc2)cc1COc1ccc(NC(C)=O)cc1	63[3 µM]	51[3 µM]	67[3 µM]	52[3 µM]	4.9*[3 µM]	42[3 µM]	83[3 µM]	56[3 µM]	68[3 µM]
CSC(=S)N/N=C/c1ccccc1	91	100	84	58	91	97	99	85	90
O=C(CSc1nc2ccccc2[nH]1)c1ccc(N2CCCC2)cc1	79	69	108	61	95	89	83	85	88
COc1ccc(C(=O)Nc2ncc(Cc3ccc(Cl)cc3)s2)cc1	30	9.5*	40	-16*	5.1*	14	49	42	36
COc1ccc(-c2cc(-c3cccs3)n(C(C)=O)c(=O)c2C#N)cc1	92	93	105	85	109	100	94	99	106
CC1(C)CC[C@]23CC[C@]4(C)[C@H](CC[C@@H]5[C@@]6(C)C/C(=C/c7ccco7)C(=O)C(C)(C)[C@@H]6CC[C@]54C)[C@H]2[C@H]1OC3	103	108	106	97	108	117	109	89	110
Nc1ccc(C(=O)Nc2ccc(C(=O)Nc3ccc4c(O)cc(S(=O)(=O)O)cc4c3)cc2)cc1	108	114	99	·	105	114	108	110	126
COc1ccc(-n2c(C)cc(-c3ccccc3)c2C)cc1	34	40	83	29	47	72	38	57	93
COc1ccc(OC)c(NC(=O)c2sc3nc4c(cc3c2N)C(=O)CCC4)c1	78	91	45	61	37	96	109	89	76
CCCCN(CN(CCCC)C1C=CCC1)C1C=CCC1 (stereo unspecified)	100	104	101	109	106	110	111	93	100
O=C(Nc1nc(-c2ccc(Cl)cc2)cs1)c1cc(-c2ccc(Br)cc2)nc2ccc(Cl)cc12	34	8.1*	87	75	108	31	47	71	92
N=C(N)c1ccc(-c2ccc(-c3ccco3)o2)cc1	95	93	95	95	63	70	63	78	67

20 successive records from above:
SMILES	NCI-H23	NCI/ADR-RES	SK-OV-3	NCI-H522	NCI-H460	IGROV1	OVCAR-4	NCI-H226	NCI-H322M
COc1ccc(-c2cc(NC(=O)Nc3cccc(C)c3)no2)cc1	94	100	97	80	98	102	90	90	86
CCCCCN(CCCCC)C(=O)CCC	98	108	114	94	102	115	100	91	109
CCOC(=O)c1cc2c([nH]1)-c1nc(Nc3ncccn3)sc1CCC2	98	105	103	96	101	109	109	94	97
O=[N+]([O-])c1ccc(Sc2ccccc2)cc1	102	106	109	113	109	104	100	93	98
COC(=O)c1ccc(CSc2ccccc2NC(=S)Nc2cccc(SC)c2)o1	103	91	108	87	103	92	97	94	80
COc1cc(OC)c(NC(=O)c2cc3ccccc3cc2O)cc1Cl	11	14	72	-20*	11	1.6*	41	77	40
C/C(=C(/C)C1CC1CCNS(=O)(=O)c1ccc(C)cc1)c1ccc(-c2ccccc2)cc1 (stereo unspecified)	79	92	104	78	91	93	63	81	99
O=C1S/C(=C\c2ccccc2)C(=O)N1Cc1cc2ccccc2nc1Cl	95	104	101	96	103	103	100	99	100
COc1ccc(-c2nc3cccc(O)c3c(=O)n2Cc2ccccc2)cc1COc1ccc(NC(C)=O)cc1	63[3 µM]	51[3 µM]	67[3 µM]	52[3 µM]	4.9*[3 µM]	42[3 µM]	83[3 µM]	56[3 µM]	68[3 µM]
CSC(=S)N/N=C/c1ccccc1	91	100	84	58	91	97	99	85	90
O=C(CSc1nc2ccccc2[nH]1)c1ccc(N2CCCC2)cc1	79	69	108	61	95	89	83	85	88
COc1ccc(C(=O)Nc2ncc(Cc3ccc(Cl)cc3)s2)cc1	30	9.5*	40	-16*	5.1*	14	49	42	36
COc1ccc(-c2cc(-c3cccs3)n(C(C)=O)c(=O)c2C#N)cc1	92	93	105	85	109	100	94	99	106
CC1(C)CC[C@]23CC[C@]4(C)[C@H](CC[C@@H]5[C@@]6(C)C/C(=C/c7ccco7)C(=O)C(C)(C)[C@@H]6CC[C@]54C)[C@H]2[C@H]1OC3	103	108	106	97	108	117	109	89	110
Nc1ccc(C(=O)Nc2ccc(C(=O)Nc3ccc4c(O)cc(S(=O)(=O)O)cc4c3)cc2)cc1	108	114	99	·	105	114	108	110	126
COc1ccc(-n2c(C)cc(-c3ccccc3)c2C)cc1	34	40	83	29	47	72	38	57	93
COc1ccc(OC)c(NC(=O)c2sc3nc4c(cc3c2N)C(=O)CCC4)c1	78	91	45	61	37	96	109	89	76
CCCCN(CN(CCCC)C1C=CCC1)C1C=CCC1 (stereo unspecified)	100	104	101	109	106	110	111	93	100
O=C(Nc1nc(-c2ccc(Cl)cc2)cs1)c1cc(-c2ccc(Br)cc2)nc2ccc(Cl)cc12	34	8.1*	87	75	108	31	47	71	92
N=C(N)c1ccc(-c2ccc(-c3ccco3)o2)cc1	95	93	95	95	63	70	63	78	67

Remaining list, next part.
SMILES	NCI-H23	NCI/ADR-RES	SK-OV-3	NCI-H522	NCI-H460	IGROV1	OVCAR-4	NCI-H226	NCI-H322M
N=C(N)c1ccc(-c2ccc(-c3ccc(Cl)c(Cl)c3)o2)nc1	66	32	·	78	-78*	22	-68*	109	42
Cc1ccc(S(=O)(=O)NNC(=O)C2CCC(=O)N2)cc1 (stereo unspecified)	98	104	117	100	111	105	122	100	96
N=C(N)c1ccc(OCCCOc2ccc(C(=N)N)cc2Br)c(Br)c1	74	107	·	41	50	·	51	85	104
O=C(c1ccccc1)C(Cl)C(Cl)c1ccccc1 (stereo unspecified)	87	80	138	-83*	94	·	41	7.5*	106
N#CCc1nn2c(CCC(=O)c3nc4ncccc4[nH]3)nnc2s1	89	97	98	77	103	79	98	·	97
O=C(NCCO)c1ccc(O)cc1O	85	93	98	108	111	105	120	109	131
CN(C)c1ccc(/C=c2\sc(=C(C#N)C#N)[nH]c2=O)cc1	104	105	107	76	110	118	97	106	156
Cc1ccc(Nc2cc(Br)c(N)c3c2C(=O)c2ccccc2C3=O)cc1	91	102	104	89	104	70	93	98	111
CN(C)S(=O)(=O)c1ncc2[nH]cnc2n1	103	114	101	89	112	102	·	116	106
CC(C)=CCc1ccccc1O	100	105	108	100	106	99	112	98	81
CCOC(=O)CCc1nc(C#N)c(N(C)C)o1	100	109	92	91	106	94	100	93	102
NS(=O)(=O)c1ccc(-n2ncc(NC(=O)Nc3ccc(Cl)cc3)c2-c2ccccc2)cc1	95	102	104	87	105	112	95	112	100
O=C(N/N=C/c1ccc(O)cc1O)c1ccc(Nc2ccnc(C(F)(F)F)c2)cc1	52	64	39	44	25	77	39	17	-3.5*
COc1ccc2c(c1)C(=C(C#N)C#N)C=CN2C	101	103	104	87	109	110	113	97	96
CN1CCN(CCCOc2ccc3nc(Nc4cc(Cl)cc(Cl)c4)ccc3c2)CC1	-41*	-35*	-59*	-81*	-76*	-47*	-24*	-9.2*	-56*

In a second layout: three of the compounds above
Second line of a record: NCI-H23	NCI/ADR-RES	SK-OV-3	NCI-H522	NCI-H460	IGROV1	OVCAR-4	NCI-H226	NCI-H322M
> CC(C)=CCc1ccccc1O
  100	105	108	100	106	99	112	98	81
> CCOC(=O)CCc1nc(C#N)c(N(C)C)o1
  100	109	92	91	106	94	100	93	102
> NS(=O)(=O)c1ccc(-n2ncc(NC(=O)Nc3ccc(Cl)cc3)c2-c2ccccc2)cc1
  95	102	104	87	105	112	95	112	100

Additional records:
SMILES	NCI-H23	NCI/ADR-RES	SK-OV-3	NCI-H522	NCI-H460	IGROV1	OVCAR-4	NCI-H226	NCI-H322M
CCSc1nc(-c2cccnc2)cc(-c2ccc(OC)c(OC)c2)c1C#N	92	85	106	87	93	98	79	95	85
N/C(=N\c1nc2ccccc2s1)NC(=O)NC1CC1	91	104	96	86	102	102	101	93	97
CCCCCCCCCC(=O)Oc1ccc(/C(=C(/C)Cc2cccc(OC)c2)c2ccc(OCCCN(C)C)cc2)cc1	87	98	90	94	96	91	106	84	95
Cc1ccccc1-n1c(C)nc2cc(N3C(=O)CSC3c3ccccc3Cl)ccc2c1=O (stereo unspecified)	108	103	71	100	107	110	95	108	103
CC(C)(C)c1cc(C2CCCCC2)cc(C(C)(C)C)c1O	101	104	100	79	102	109	117	90	100
CSc1ccc(/C(=N/NC(N)=S)c2ccc(F)cc2)cc1	90	86	108	90	93	90	86	87	86
COc1cc2cc(Oc3ccc(NC(=O)Nc4ccc(Cl)c(C(F)(F)F)c4)cc3)c(C)nc2cc1OCCN(C)C	74	76	107	74	74	101	38	98	101
CC(=O)O[C@H]1C[C@@]2(C)[C@@H](C[C@@H](O)[C@H]3[C@@]4(C)CC[C@H](O)[C@@H](C)[C@@H]4CC[C@@]32C)/C1=C(\CCC(Br)C(C)(C)[n+]1ccccc1)C(=O)O (stereo partly specified)	102	105	105	91	111	108	106	93	108
O=C(Nc1ccc(Oc2ncnc3scc(Nc4n[nH]c(=S)s4)c23)cc1)C1(C(=O)Nc2cccc(C(F)(F)F)c2)CC1	·	104	94	94	82	70	108	72	101
Cc1nc(N)nc(N)c1Oc1ccc(Cl)cc1	98	97	115	94	95	97	93	109	100
O=C1/C(=C/c2ccccc2)Oc2ccc(O)c(O)c21	42	86	83	27	102	30	81	73	89

Assay outcomes from PubChem BioAssay.
